# Screening data deposited in PubChem BioAssay by NCI.
# Growth percent in the NCI-60 one-dose screen (48 h, 10 µM unless noted): 100 = growth as untreated, 0 = no growth, -100 = all killed.
# U251 – U251 CNS tumor cells. hit rate 5.4% among 80,000
# DU-145 – DU-145 prostate cancer | hit rate 4.2% among 81,000
# OVCAR-8 – OVCAR-8 ovarian cancer | hit rate 4.4% among 81,000
# SK-OV-3 – SK-OV-3 ovarian cancer cells. hit rate 3.2% among 80,000
# OVCAR-4 – OVCAR-4 ovarian cancer cells; hit rate 3.7% among 80,000; AID 1794784
# OVCAR-5 – OVCAR-5 ovarian cancer | hit rate 2.9% among 82,000 | AID 1794783
# SF-268 – SF-268 CNS cancer cells; hit rate 3.1% among 82,000; AID 1794759
# PC-3 – PC-3 prostate cancer cells. hit rate 3.9% among 80,000. AID 1794754
# OVCAR-3 – OVCAR-3 ovarian cancer | hit rate 7% among 79,000
# The depositor's hits bear a star; · = not tested or not shown; & = joins results of further samples. Rule for the calls: active = growth percent below 10; inactive = the rest. An unsorted share of the library; about 9.5% have a hit in one of these screens.
SMILES,U251,DU-145,OVCAR-8,SK-OV-3,OVCAR-4,OVCAR-5,SF-268,PC-3,OVCAR-3
Cc1c(C(=O)N=Nc2c(O)n(Cc3ccccc3)c3ccccc23)oc2ccccc12,103.9,102.9,94.2,·,94.9,99.3,90.8,84.3,101.4
O=C(/C=C/c1ccco1)c1ccc2ccccc2c1,99.7&102.1,103.6&103.9,99.7&100.4,108.8&106.5,90.1&89.1,110.0&112.9,98.2&102.5,96.1&105.9,100.6&99.8
Cc1nc2ccccc2c2[nH]n(-c3ccc(C#N)cc3)c(=O)c12,102.6,104.2,106.2,·,107.6,109.6,108.7,94.7,115.8
OC1Cc2ccccc2C1Nc1cccc(C(F)(F)F)c1 (stereo not given),104.9,110.2,116.1,106.0,·,110.6,106.6,94.5,113.6
O=c1cc2oc3cc(O)c(O)cc3c(-c3ccccc3O)c-2cc1O,58.4,86.0,75.1,57.4,70.1,94.8,-1.8*,73.9,·
COC(=O)[C@H]1[C@H]2C[C@@H]3c4[nH]c5cc(OC)ccc5c4CCN3C[C@H]2C[C@@H](OC(=O)/C=C/c2cc(OC)c(OC)c(OC)c2)[C@@H]1OC,17.4,40.8,50.6,98.6,13.6,113.2,68.6,44.6,-42.8*
CCCCCCNC(=O)n1cc(F)c(=O)[nH]c1=O,63.1,45.2,52.4,59.7,66.6,73.7,62.0,67.1,55.3
Cc1cc(C)c2cc(C(=O)N3CCSCC3)[nH]c2c1,98.7,100.3,101.3,·,90.7,102.6,89.7,100.7,106.9
CCOC1CCCCC1O (stereo not given),99.5,123.3,95.9,100.8,98.2,102.7,100.2,98.5,105.3
CCn1c(SC/C(=N/O)c2ccc(Br)cc2)nnc1-c1ccncc1,101.7,108.2,107.1,117.0,106.1,105.4,98.0,98.6,109.4
COc1ccc(C(C)=O)cc1CO/N=C1\CSCc2ccccc21,92.2,99.5,99.5,96.3,93.1,102.2,103.7,97.0,102.4
O=C(CS(=O)(=O)O)c1ccc(C(=O)CS(=O)(=O)O)cc1,101.0,105.0,96.6,108.5,102.0,96.4,100.7,96.7,105.0
CC[C@]1(C#N)C(=O)[C@@](CO[Si](C)(C)C)(O[Si](C)(C)C)[C@H]2[C@H]1N(C(c1ccccc1)c1ccccc1)C(=O)C(=O)N2c1cccc(C2(C)OCC(C)(C)CO2)c1,98.3,108.7,98.7,101.1,108.1,104.3,102.9,91.6,110.9
COc1ccc(OC)c(Nc2nnc(-c3ccc(O)cc3)o2)c1,85.6,104.3,100.1,89.9,92.9,94.3,91.0,93.1,96.3
CCOC(=O)N1CCCC1,102.1,108.3,107.5,100.9,103.0,91.9,104.5,104.9,107.5
Cc1cccc(NC(=O)Nc2ccc(Oc3ncnc4sc5c(c34)CCCC5)cc2)c1,·,81.3,85.9,79.8,61.2,113.7,72.7,37.5,63.5
COc1ccc(-c2nc(-c3nc4cc(Cl)c(F)cc4[nH]3)c3ccccn23)cc1,62.5,80.3,40.5,105.3,57.6,98.0,75.3,34.6,81.3
NS(=O)(=O)c1ccc(Nc2nc(SCC(=O)c3ccc([N+](=O)[O-])cc3)nc3ccccc23)cc1,104.0,106.3,104.7,113.1,109.1,116.1,107.6,82.9,118.6
CSc1nc2c(c(=O)[nH]1)C1(C(=O)Nc3ccccc31)c1c(nc(SC)[nH]c1=O)N2,97.9,104.7,109.7,113.5,109.0,93.9,98.2,107.0,105.3
Cc1cccc(S(=O)C(c2ccccc2)c2ccccc2)c1 (stereo not given),102.6,106.0,105.5,103.1,95.2,99.7,90.4,84.2,94.2
Cc1c(C)c2ccc(O)c(NC(=O)Nc3ccccc3)c2oc1=O,·,109.2,100.7,97.4,·,112.5,108.2,85.8,108.4
O=C(Nc1ccc2ncnc(Nc3cccc(C(F)(F)F)c3)c2c1)c1cccs1,17.0,39.6,49.9,83.7,33.1,63.9,51.4,20.9,29.1
Cn1c(=O)c2nc(CCC(=O)Nc3ccccc3)c(=O)[nH]c2n(C)c1=S,108.2,106.9,105.4,117.0,105.6,109.9,104.4,105.3,111.4
O=C1CCCCC1c1ccccc1 (stereo not given),86.3,105.4,93.2,91.1,103.6,103.7,100.2,92.6,102.3
OCCN(CCO)c1ccc2c(c1)Cc1cc(F)ccc1-2,99.6,98.3,96.9,101.8,110.2,103.1,89.4,86.7,102.5
# Going on with the list:
SMILES,U251,DU-145,OVCAR-8,SK-OV-3,OVCAR-4,OVCAR-5,SF-268,PC-3,OVCAR-3
CCn1c(SCC(=O)Nc2ccc(S(=O)(=O)Nc3ccc(Cl)nn3)cc2)nc2ccccc2c1=O,104.2,116.9,103.5,109.2,103.1,107.4,104.3,102.1,116.7
CNC(=O)c1cn(C2CC2)c2cc(N3CCN(C(C)=O)CC3)c(F)cc2c1=O,100.0,115.9,110.2,106.8,110.4,91.9,106.3,98.9,115.4
CC1=Nc2cccc3cccc(c23)NC(=O)C1,101.0,112.1,96.4,105.9,99.9,110.1,102.2,·,105.3
CCOc1ccc(NC(=O)/C=C/c2ccc(OC)c(OC)c2)cc1,105.3,108.9,107.8,115.5,100.2,109.8,107.0,93.2,·
COc1ccc2c(c1)c(-c1cc3nc(-c4cn(C)c5ncc(Br)cc45)cc(N)n3n1)cn2C,-57.3*,26.0,-48.8*,-55.6*,17.3,-47.6*,12.4,-19.5*,-18.6*
CC1(C)CC(=O)C(Cn2c(-c3ccccc3)nc3ccccc32)C(=O)C1,98.3,107.5,103.7,102.6,96.6,106.1,101.2,96.7,98.6
COc1ccc(/C(C#N)=C/c2nc3c(N4CCOCC4)nc(Cl)nc3n2C)cc1OC,12.5,8.1*,14.5,·,-25.0*,33.3,14.5,9.7*,-86.1*
CN(C)Cc1c(-c2ccccc2)[nH]c2ccccc12,106.4,112.5,101.8,81.7,117.1,96.1,92.1,94.9,102.7
COCCCNc1ncnc2[nH]ncc12,96.9,103.1,110.5,·,97.9,99.7,92.5,98.3,84.0
COc1cccc(-c2nc3sccn3c2-c2ccnc(NCCN3CCCN(C)S3(=O)=O)n2)c1,99.9,74.2,98.6,62.4,78.0,101.8,102.9,87.2,91.2
CCCCNCCOC(=O)c1ccc(OCCCC)c(N)c1,97.7,105.8,107.3,89.1,118.2,90.8,93.8,83.5,99.6
O=C(Nc1ccccc1)Nc1ccc(C(=O)CSc2nc3ccccc3[nH]2)cc1,114.7,108.3,107.4,124.8,106.8,109.4,97.7,97.3,106.8
CCOC(=O)CN1CCC(C(=O)OCC)CC1,107.0,118.0,105.6,99.1,108.0,104.0,112.5,88.8,116.9
O=C(Nc1ccc(Oc2ccc(F)cc2)c(Cl)c1)c1ccccn1,87.5,96.8,105.6,114.7,88.5,105.3,101.3,97.3,102.7
Oc1ccc(Cc2ccccc2)c2cccnc12,12.6,28.9,15.5,19.9,23.1,37.2,20.0,23.4,28.9
CN(C)c1cccc2c(S(=O)(=O)Nc3cccc(-c4csc(NC(=O)CCCCCN5CCN(c6ccc7c(c6)C(=O)N(C6CCC(=O)NC6=O)C7=O)CC5)n4)c3)cccc12 (stereo not given),96.4,111.0,107.8,115.6,94.5,99.9,105.1,91.1,111.2
COC(=O)c1ccc2[nH]c(O)c(C(=Nc3ccc(N(C)C(=O)CN4CCN(C)CC4)cc3)c3cccc(OC)c3)c2c1,11.7,8.6*,23.7,-0.7*,25.4,33.8,6.7*,20.3,10.5
CCOC(=O)NN,99.3,111.9,101.2,95.0,99.4,90.1,101.1,93.6,104.3
N#Cc1ccc(-c2nn3c(-c4ccccc4)nnc3s2)cc1,108.2,103.8,101.6,121.0,100.3,102.0,103.7,115.6,120.8
CCCC(NC(=O)CN1C(=O)/C(=C/C(C)=C/c2ccccc2)SC1=S)C(=O)O (stereo not given),101.7,111.3,101.4,94.9,102.8,104.4,99.3,112.0,118.3
Cc1cccc(Cl)c1NC(=O)CS,103.0,116.4,107.1,105.9,112.8,96.5,115.2,97.0,105.8
C=CCN(CC=C)C(=O)C(C)O (stereo not given),109.5,109.5,105.8,115.3,103.1,105.4,104.2,98.6,109.4
O=S(=O)(/N=c1\c2ccccc2cnn1C1=NCCN1S(=O)(=O)c1ccc(Cl)cc1)c1ccc(Cl)cc1,84.0,98.6,86.3,96.3,81.2,107.0,89.7,69.3,76.1
CC(=O)OCCOc1ccc(C(C)(C)C)cc1,104.7,109.6,99.6,107.1,104.7,80.3,98.0,94.9,110.8
O=C1OC(c2ccc(-c3ccccc3)cc2)=C/C1=C/c1ccccc1,110.0,82.2,99.2,98.9,87.2,108.6,87.1,101.0,96.5

# A run of entries of the results above, for reference:
SMILES,U251,DU-145,OVCAR-8,SK-OV-3,OVCAR-4,OVCAR-5,SF-268,PC-3,OVCAR-3
CC(=O)OCCOc1ccc(C(C)(C)C)cc1,104.7,109.6,99.6,107.1,104.7,80.3,98.0,94.9,110.8
O=C1OC(c2ccc(-c3ccccc3)cc2)=C/C1=C/c1ccccc1,110.0,82.2,99.2,98.9,87.2,108.6,87.1,101.0,96.5

# 5 records picked at random from the list so far:
SMILES,U251,DU-145,OVCAR-8,SK-OV-3,OVCAR-4,OVCAR-5,SF-268,PC-3,OVCAR-3
Cc1cccc(NC(=O)Nc2ccc(Oc3ncnc4sc5c(c34)CCCC5)cc2)c1,·,81.3,85.9,79.8,61.2,113.7,72.7,37.5,63.5
O=C(CS(=O)(=O)O)c1ccc(C(=O)CS(=O)(=O)O)cc1,101.0,105.0,96.6,108.5,102.0,96.4,100.7,96.7,105.0
Cc1c(C(=O)N=Nc2c(O)n(Cc3ccccc3)c3ccccc23)oc2ccccc12,103.9,102.9,94.2,·,94.9,99.3,90.8,84.3,101.4
O=C(/C=C/c1ccco1)c1ccc2ccccc2c1,99.7&102.1,103.6&103.9,99.7&100.4,108.8&106.5,90.1&89.1,110.0&112.9,98.2&102.5,96.1&105.9,100.6&99.8
C=CCN(CC=C)C(=O)C(C)O (stereo not given),109.5,109.5,105.8,115.3,103.1,105.4,104.2,98.6,109.4

# Going on with the list.
SMILES,U251,DU-145,OVCAR-8,SK-OV-3,OVCAR-4,OVCAR-5,SF-268,PC-3,OVCAR-3
O=C(Nc1ccc(OCc2ccccn2)c(Cl)c1)c1cnccn1,97.0,107.0,104.6,108.8,89.1,103.0,99.0,93.5,104.0
CN(C)CCC(=O)c1cccc(O)c1,99.1,116.9,110.8,105.6,111.2,99.4,108.0,90.3,118.6
Nc1c(C(=O)N2c3ccccc3Sc3ccccc32)sc2nc3c(cc12)CCCCCC3,64.5,114.4,97.5,77.6,96.1,80.8,86.0,61.8,103.5
CC/C=C\C/C=C\C[C@H]1C/C=C2/C(=O)C=C[C@H]2C/C=C\CCC(=O)O1,2.7*,12.7,0.1*,31.3,42.6,25.4,12.7,-18.9*,-12.1*
COc1cc(Br)c(-c2nc(-c3ccccc3)c(-c3ccccc3)n2C2CC2)cc1OC,85.5,94.5,69.6,100.0,71.3,97.5,83.8,40.4,79.4
Clc1ccc(C2=CC(c3ccc(Cl)cc3)N3C=CSC3=N2)cc1 (stereo not given),103.2,125.8,103.0,108.8,94.0,109.0,115.8,98.9,118.6
CNC(=O)c1cc(-c2ccc(NC(=O)Nc3ccc(N4CCN(C)CC4)c(C(F)(F)F)c3)cc2)nc2cccnc12,-94.2*,-81.7*,-84.0*,59.7,-82.4*,-88.6*,-71.3*,-90.6*,·
Cc1ccc2[nH]c3ccccc3c2c1,96.2,103.8,98.4,113.3,100.4,105.3,102.9,89.1,103.5
O=c1cc(N/N=C/c2ccccc2)c2cc(Cl)ccc2[nH]1,95.4,109.6,96.1,95.5,104.4,85.9,96.5,78.6,106.4
CCCCSc1ccccc1,107.1,109.4,110.1,113.5,103.9,106.6,100.5,102.7,110.8
CCN1CCN(c2nc(-c3cc(OC)c(OC)c(OC)c3)nc3ccccc23)CC1,97.5,95.5,103.9,99.6,92.9,90.7,82.4,67.1,88.9
CCOC(=O)c1nn(CC(O)c2ccccc2)c(NC(=O)Nc2ccccc2F)c1C (stereo not given),93.6,104.2,96.7,105.6,102.2,107.3,101.2,89.3,102.0
OCCN(CCO)C(CO)(CO)CO,105.8,108.2,99.7,107.7,110.0,98.2,100.6,98.3,113.2
c1ccc(CN=C(NCc2ccccc2)NCc2ccccc2)cc1,51.9,66.4,56.4,73.5,30.2,100.4,63.8,24.9,51.4
COc1ccc(CNc2ccc(NCc3ccc(OC)c(OC)c3OC)cc2)c(OC)c1OC,93.1,106.3,92.1,93.4,97.0,98.2,90.9,81.0,85.0
CCC1(CC)COC(c2ccc(Cl)cc2)OC1,95.6,110.0,100.5,98.5,106.7,99.2,94.5,86.4,101.7
Cc1ccc(C)c2c1C(=O)OC2=O,103.5,·,105.5,95.2,109.2,90.6,98.8,97.7,115.3
Brc1ccc(C2c3[nH]c4ccccc4c3C(c3ccc(Br)cc3)c3c2[nH]c2ccccc32)cc1 (stereo not given),101.4,109.2,102.5,94.9,113.3,91.2,107.3,96.7,108.7
CC1=C(c2cc(-c3ccc(N(C)C)cc3)nc(=S)[nH]2)C(c2ccccc2)NC(=S)N1 (stereo not given),102.3,110.0,106.4,106.4,122.4,101.0,99.1,102.2,109.2
CCOP(=O)(Cc1ccc(N(CCO)CCO)cc1)OCC,104.8,108.2,101.9,115.9,112.6,·,107.5,99.8,107.2
Nc1c(S(=O)(=O)O)cc2c3c(cccc13)C(=O)OC2=O,97.8,140.1,97.6,110.2,94.0,118.2,108.9,106.5,95.0
O=C(N1CCC(CN=c2cc3n(-c4ccc(Cl)cc4)c4ccccc4nc-3cc2Nc2ccc(Cl)cc2)CC1)N1CC1,-62.5*,-95.3*,-67.4*,-63.7*,-74.6*,-78.3*,-63.6*,·,·
